# PPARg SRC3 recr – PPARgamma-driven SRC-3 recruitment agonism. P37231. biochemical PPARgamma/SRC-3 coactivator recruitment assay. activation, % at 8 µM. 200,000 compounds, 0.26% hits. AID 731; in the data active means activation above about 23%;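 further: 0% = DMSO and 100% = reference agonist; some compounds past the cut are filed as inactive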
# Target sequence (P37231 whole entry, looked up): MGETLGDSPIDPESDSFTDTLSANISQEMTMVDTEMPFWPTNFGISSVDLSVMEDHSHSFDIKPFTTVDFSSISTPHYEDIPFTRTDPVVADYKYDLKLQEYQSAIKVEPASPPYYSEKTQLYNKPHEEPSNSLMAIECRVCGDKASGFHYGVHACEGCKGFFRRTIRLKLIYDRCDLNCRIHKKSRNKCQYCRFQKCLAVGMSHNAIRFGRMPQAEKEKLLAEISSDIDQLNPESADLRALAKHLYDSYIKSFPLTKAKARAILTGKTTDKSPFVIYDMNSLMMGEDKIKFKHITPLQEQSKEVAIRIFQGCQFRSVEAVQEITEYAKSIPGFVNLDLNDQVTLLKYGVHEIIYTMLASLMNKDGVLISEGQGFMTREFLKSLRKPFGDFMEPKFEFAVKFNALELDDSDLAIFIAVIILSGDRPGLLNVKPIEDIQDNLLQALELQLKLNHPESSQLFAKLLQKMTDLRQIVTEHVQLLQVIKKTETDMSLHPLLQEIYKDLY
# ROMK primary – modulators of human ROMK potassium channel; B-score at 10 µM; AID 1918; 130,000 compounds, 2% hits; P48048; Tet-inducible ROMK, thallium flux fluorescence; actives lie on both sides;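 active means signal ratio slope over the read window, or its plate-corrected B-score, at least 3 SD from the plate mean, either direction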;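 further: B-score of the F/F0 ratio slope over 7 to 12 s after thallium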
# Target sequence (P48048 whole entry, looked up): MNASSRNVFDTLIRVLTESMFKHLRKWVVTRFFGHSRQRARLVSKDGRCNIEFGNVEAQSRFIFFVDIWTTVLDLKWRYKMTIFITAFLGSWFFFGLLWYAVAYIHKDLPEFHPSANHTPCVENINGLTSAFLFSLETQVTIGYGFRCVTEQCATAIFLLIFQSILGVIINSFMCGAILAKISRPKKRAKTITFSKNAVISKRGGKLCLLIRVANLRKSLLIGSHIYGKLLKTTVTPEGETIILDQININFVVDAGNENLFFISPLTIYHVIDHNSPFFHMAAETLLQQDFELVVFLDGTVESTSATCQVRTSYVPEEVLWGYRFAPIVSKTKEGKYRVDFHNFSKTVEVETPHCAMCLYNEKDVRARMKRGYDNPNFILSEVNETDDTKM
# S1P3 antagonist – antagonists of human S1P3 receptor. Q99500. CHO S1P3 NFAT-BLA reporter, FRET fluorescence, antagonist mode. inhibition, % at 4.98 µM. 170,000 compounds, 0.27% hits. AID 485;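 active means inhibition above the plate cutoff, the mean inhibition of test wells on that plate plus 3 SD, cut at about 28% in these data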;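 further: cells challenged with S1P at its EC80 of 0.8 µM; blue over green emission ratio from cleaved BLA substrate after 4 h stimulation; 0% = S1P-stimulated wells and 100% = unstimulated DMSO-only wells; some compounds past the cut are filed as inactive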
# PPARg SRC-1 ag – promotes SRC-1 coactivator recruitment by human PPARgamma; PPARgamma-SRC-1 coactivator recruitment biochemical assay; activation, % at 8 µM; 200,000 compounds, 0.41% hits; in the data active means activation above about 19%;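 further: 0% = DMSO and 100% = reference agonist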
# STAT3 act – STAT3 signaling activation. 190,000 compounds, 0.91% hits. U3A cells, IL-6 STAT3-luciferase reporter, luminescence; 100% = signal with IL-6 EC80 alone. activation (% of control), % at 5.6 µM. AID 871;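 active means activation above the screen-wide mean of compound activation plus 3 SD, cut at about 130% in these data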;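 further: 0% = background luminescence of wells with medium and substrate only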
#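 Material: STAT3-luciferase reporter U3A cells. Controls: IL-6-treated wells, 100% activation. Read-out: % activation versus median of IL-6-stimulated wells. Probe or stimulus: IL-6 stimulus at 33 ng/mL final. Timing: compound 1 h, then IL-6 6 h at 37 °C. Signal: reporter luminescence signal.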
# SRC2 TRFRET art – counter-screen for PPARgamma SRC-2 recruitment agonists: TR-FRET artefact | stronger effect = higher value | TR-FRET ratio at 8 µM | 200,000 compounds, 0.4% hits; in the data active means TR-FRET ratio above about 2000; further: inactives centre near 1500
# RAM network inh – inhibitors of the yeast RAM network | S. cerevisiae dse1pr::URA3 reporter, 5-FOA growth OD615, 2 d; analog-sensitive cbk1-as2 kinase mutant strain | inhibition, % at 50 µM | 190,000 compounds, 1.8% hits | AID 868;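 active means inhibition above a set limit, 3 SD over mean compound inhibition, cut at about 8.4% in these data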;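 further: 0% = DMSO-only wells with no growth and 100% = 10 µM 1-NA-PP1 full growth; inhibition rescues growth on 5-FOA so higher OD means more RAM inhibition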
# STAT1 inh – reduces IFN-gamma driven STAT1 reporter signal; NIH 3T3 STAT1-luciferase reporter, luminescence; inhibition, % at 5.5 µM; 200,000 compounds, 0.35% hits; AID 920;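 active means inhibition above a set limit, the mean inhibition across all tested compounds plus 3 SD, cut at about 34% in these data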;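 further: 0% = IFN-gamma with DMSO and 100% = IFN-gamma with 300 µM nifuroxazide; values of inactives mirror those of a sister screen read the other way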
# TLR4-MyD88 BLA – TLR4-MyD88 interaction inhibition in cells | O00206+Q99836 | HeLa CL3-4 TLR4/MyD88 BLA complementation, FRET ratio | inhibition, % at 8.4 µM | 200,000 compounds, 0.18% hits; in the data active means inhibition above about 25%;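 further: 0% = vehicle and 100% = reference inhibitor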
# STAT3 inh – reduces IL-6 driven STAT3 reporter signal; U3A cells, IL-6 STAT3-luciferase reporter, luminescence; host cell line lacks STAT1; inhibition, % at 5.5 µM; 190,000 compounds, 0.89% hits; AID 862;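 active means inhibition above the mean inhibition across all screened compounds plus 3 SD, cut at about 44% in these data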;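 further: 0% = DMSO only wells and 100% = 100 µM nifuroxazide control wells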
# PPARg SRC-2 ag – promotes SRC-2 coactivator recruitment by human PPARgamma; PPARgamma LBD-SRC-2 recruitment, biochemical; activation, % at 8 µM; 200,000 compounds, 0.34% hits; AID 1032; in the data active means activation above about 22%;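 further: 0% = vehicle and 100% = reference agonist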
# * hit, by the source's call; · = not tested or not shown. Outcome played no part in choosing rows, and some 5.6% of all compounds hit somewhere here.
SMILES,PPARg SRC3 recr,ROMK primary,S1P3 antagonist,PPARg SRC-1 ag,STAT3 act,SRC2 TRFRET art,RAM network inh,STAT1 inh,TLR4-MyD88 BLA,STAT3 inh,PPARg SRC-2 ag
NS(=O)(=O)c1ccc(NC(=O)/C=C/c2ccc3c(c2)OCO3)cc1,6,0.035,19,3,84,1611,3.0,3,-7,22,4
CCCc1cc(=O)[nH]c(SCc2cc(Cl)ccc2OC(F)F)n1,8,·,·,4,94,1575,1.4,3,-3,10,6
O=C(OC1CCOC1=O)c1cc(-c2ccc(Br)cc2)nc2ccccc12 (stereo unspecified),0,·,·,5,80,1524,4.7,-3,-1,27,-3
COc1ccc(C2C(C(=O)NCc3cccnc3)c3ccccc3C(=O)N2C)cc1OC (stereo unspecified),4,0.36,·,2,104,1495,0.8,-2,-3,-2,3
CC(CN1CCOCC1)OC(=O)C(c1ccccc1)c1ccccc1 (stereo unspecified),6,0.78,·,4,99,1731,1.1,6,-19,3,0
O=C(/C=C/c1ccc(Cl)cc1)N1CCN(c2ncccn2)CC1,-5,0.65,·,2,96,1252,-0.7,0,14,2,-2
CN1CCN(NC(=O)c2cc(Br)ccc2Cl)CC1,4,0.84,-10,0,100,1505,0.0,-1,1,7,-2
O=C(CN1C(=O)/C(=C/c2ccccc2)SC1=S)Nc1cccnc1,0,-0.25,-5,4,106,1446,1.8,0,9,-5,-4
COc1ccc2c(c1)SC(C)CC2=O (stereo unspecified),-7,0.45,·,-2,104,1632,1.1,8,-9,1,-2
Cc1cc(C)nc(SCC(=O)Nn2cnnc2)n1,-2,·,-4,10,96,1609,-1.0,5,-12,10,4
O=C(COC(=O)c1cccc2c1C(=O)c1ccccc1C2=O)NC1CCCCC1,2,·,-9,10,93,1652,1.9,-6,11,11,4
COc1cc(SC)ccc1C(=O)Nc1ccc2c(c1)OCCO2,1,-0.26,5,12,59,1760,0.0,-34,-6,54*,8
Cc1cccc(-n2cc(-c3ccccc3)c3c(=O)[nH]cnc32)c1,0,2.3,5,-1,104,1540,2.2,2,12,-4,5
N#C/C(=C/c1ccc(N2CCCCC2)o1)C(=O)NCCc1c[nH]c2ccccc12,4,-0.41,2,-1,88,1466,5.1,-5,-1,18,6
OCCN1CCN(CCOc2cccc(Cl)c2)CC1,3,2.2,·,-4,105,1442,1.7,-1,-1,2,-5
COc1ccc(NC(=O)c2ccc3nc[nH]c3c2)c(OC)c1,-2,-1.3,-12,-4,91,1396,0.8,-9,7,15,1
O=C(O)c1cccc(NC(=O)c2cccc(S(=O)(=O)N3CCCCC3)c2)c1,11,0.0061,-8,5,90,1678,4.5,9,4,14,9
Cc1cc(C(F)(F)F)n2nc(-c3sccc3-n3cccc3)cc2n1,12,·,·,-10,97,1481,2.1,0,15,5,1
O=C(Nc1nc(-c2ccccc2)cs1)c1ccc(=O)[nH]c1,7,-0.15,-10,11,98,1777,2.8,-21,-6,4,10
CCN(CC)S(=O)(=O)c1ccc(C(=O)Nc2cc(C)cc(C)c2)cc1,-4,·,·,4,83,1653,7.1,5,3,24,7
Cc1cc(N2CCN(c3ccccn3)CC2)n2cc(-c3ccccc3)nc2n1,6,·,·,0,101,1490,-0.5,0,7,4,-8
CCNCc1cc(Br)c(OCC(=O)Nc2ccccc2)c(OC)c1,-4,·,·,-2,103,1317,-0.1,-7,11,-1,-3
COCCCn1c(=O)/c(=C\c2ccccc2OC(F)F)s/c1=C(/C#N)C(N)=O,-1,-0.34,5,-1,102,1697,3.7,0,7,-1,4
CC(=O)C1=C(C)NC(=O)CC1c1ccc(Br)cc1 (stereo unspecified),-1,0.23,2,7,105,1662,-0.6,3,8,-2,9
Cc1c(Cl)cccc1NCC(=O)NN=C1CCCC1,-2,0.7,-8,4,88,1439,0.2,-4,-7,20,-1
COC(=O)N/N=C/c1cc(C)n(-c2ccc(F)cc2)c1C,4,·,10,2,107,1630,-0.2,-17,1,-6,-1
Cc1[nH]c2ccc(F)cc2c1CCNC(=O)C1CCCCC1C(=O)OCC(F)(F)F (stereo unspecified),5,1.9,8,6,91,1461,3.6,2,8,14,9
CCSC1=N/C(=C\c2cccc(F)c2)C(=O)S1,-2,·,3,-3,79,1328,-1.5,15,9,26,-11
Cc1ccc2c(COC(=O)CNC(=O)c3ccccc3)cc(=O)oc2c1,-2,0.53,-8,-6,101,1484,6.8,-4,12,-3,3
Cc1cc(C)n(C2CC(=O)N(c3cccc(Cl)c3)C2=O)n1 (stereo unspecified),5,0.099,-13,-4,104,1508,-0.6,-4,-6,-2,-3
O=C(CSCc1ccc([N+](=O)[O-])cc1)NN=C1CCCCCC1,4,·,·,3,96,1579,2.1,-2,-1,6,3
CC(Oc1ccc(Cl)cc1Cl)C(=O)NC1=NN(c2ccccc2)C(=O)C1 (stereo unspecified),-2,·,·,0,105,1330,1.4,-5,7,-2,2
CCc1ccc(CCC(=O)Nc2ccccc2C(=O)O)o1,14,·,·,3,110,1412,-0.6,-14,0,-9,0
O=C(Nc1ccc(Cl)cn1)c1cccc(S(=O)(=O)N2CCOCC2)c1,-10,-0.4,·,6,98,1571,0.5,-2,-2,9,7
COc1ccccc1OCCOCCOc1ccccc1Cl,0,-2.8*,-1,-5,94,1434,1.2,-4,6,8,-7
O=C1CC(Sc2nnc(-c3ccccc3O)o2)C(=O)N1c1ccccc1 (stereo unspecified),5,·,-27,8,104,1421,-0.5,-1,-5,2,9
Cc1ccc(N(CC(=O)NCCSc2ccccn2)S(C)(=O)=O)cc1,3,0.44,4,8,97,1708,1.0,2,-10,6,11
O=C(NC(=S)NCC1CCCO1)c1ccccc1[N+](=O)[O-] (stereo unspecified),5,-0.61,-3,-2,96,1474,0.8,-7,-6,8,-1
O=C(Nc1nc(-c2ccccc2)cs1)c1cccnc1,4,-0.65,·,4,80,1495,2.5,-6,9,25,3
Cc1ccc(C(=O)Oc2ccc(C(=O)COC(=O)C3CC(=O)N(Cc4ccco4)C3)cc2)cc1 (stereo unspecified),-2,·,·,-1,108,1568,4.1,-16,-3,-5,5
CCn1c(SCC(=O)NCc2ccco2)nc2c(c1=O)SC(C)C2 (stereo unspecified),-4,·,-25,1,100,1638,0.7,8,-3,1,-1
CCC(C)/C=C/C1=CC2=C(Cl)C(=O)C3(C)OC(=O)C(C(=O)C(C)C(C)O)C3C2=CO1 (stereo unspecified),-6,·,-13,2,·,1466,-0.6,9,-13,·,-10
CCOC(=O)c1sc2nccc(N(C)C)c2c1N=CNOCc1c(F)cccc1Cl,17,0.47,·,9,85,1856,-1.3,2,0,23,16
COc1cc(NC(=S)NCc2cccs2)cc(OC)c1,-4,-0.49,17,9,93,1612,0.4,4,-19,8,-1
COc1c(F)c(F)c(C(=O)Nc2ccc3oc(-c4ccncc4)nc3c2)c(F)c1F,74*,-0.061,-3,82*,81,1606,8.9*,-6,1,24,3

# Sorted by count of non-hydrogen atoms (rising): part of the list above
SMILES,PPARg SRC3 recr,ROMK primary,S1P3 antagonist,PPARg SRC-1 ag,STAT3 act,SRC2 TRFRET art,RAM network inh,STAT1 inh,TLR4-MyD88 BLA,STAT3 inh,PPARg SRC-2 ag
Cc1cc(C)nc(SCC(=O)Nn2cnnc2)n1,-2,·,-4,10,96,1609,-1.0,5,-12,10,4
O=C(/C=C/c1ccc(Cl)cc1)N1CCN(c2ncccn2)CC1,-5,0.65,·,2,96,1252,-0.7,0,14,2,-2
CCN(CC)S(=O)(=O)c1ccc(C(=O)Nc2cc(C)cc(C)c2)cc1,-4,·,·,4,83,1653,7.1,5,3,24,7

# (cont.)
SMILES,PPARg SRC3 recr,ROMK primary,S1P3 antagonist,PPARg SRC-1 ag,STAT3 act,SRC2 TRFRET art,RAM network inh,STAT1 inh,TLR4-MyD88 BLA,STAT3 inh,PPARg SRC-2 ag
CC(=O)NCCOC(=O)Nc1cccnc1,9,0.33,-52,4,102,1679,0.7,6,-7,3,9
CC(C)C[C@H](NC(=O)OC(C)(C)C)c1n[nH]c(=S)n1N,3,0.28,8,3,102,1610,0.2,-1,15,-3,-9
CCOc1ccccc1NC(=O)CN(c1nccs1)S(=O)(=O)c1ccc(N)cc1,-10,1.8,-28,8,110,1542,3.4,0,-8,-10,-8
O=C(CCc1nnc(C2CCCCC2)o1)N1CCN(Cc2ccccc2)CC1,0,-0.029,9,2,98,1565,3.2,-17,0,6,6
CC(NCc1ccco1)C(=O)N1CCc2ccccc2C1 (stereo unspecified),3,1.1,-11,-2,99,1346,-0.1,-3,10,5,-5
Cc1ccc2nc(C(F)OC(F)(F)F)[nH]c2c1 (stereo unspecified),4,·,-7,-4,100,1290,1.3,2,7,2,-7
O=C(Nc1cccnc1)/C(N=Nc1ccc(Cl)c(C(F)(F)F)c1)=C(\O)c1ccccc1,0,0.44,-5,1,101,1529,2.6,0,7,-4,-5
COC(=O)CC1C(=O)NCCN1C(=S)Nc1ccccc1Cl (stereo unspecified),-1,0.97,-15,-4,104,1490,1.4,5,-19,5,-7
CC(C)CC(NC(=O)C(CO)NC(=O)C1CCC(=O)N1)C(N)=O (stereo unspecified),3,0.84,-21,-1,101,1628,1.8,1,13,3,2
Cc1ccc(S(=O)(=O)N2CCOCC2)cc1C(=O)NCc1cn2ccsc2n1,3,·,22,-1,101,1556,1.3,6,8,6,5
CCCN1C(=O)/C(=C2/C=Cc3ccccc3N2CC)SC1=S,6,0.013,11,4,83,1628,3.9,4,-3,25,14
Cn1c(CNC(=O)c2ccco2)nnc1SCC(=O)c1ccccc1,4,·,0,3,98,1599,0.4,0,-6,9,7
O=C(Nc1nnc(COc2ccc(F)cc2)s1)c1cccs1,7,·,0,3,95,1353,1.7,-5,-15,11,2
COc1cc(C(=O)/C=C/Nc2ccc(NC(C)=O)cc2)cc(OC)c1OC,3,0.93,-10,0,98,1601,-0.3,-6,6,3,1
COc1ccc(C(=O)NCC(c2cccnc2)N2CCN(c3ccccc3OC)CC2)cc1OC (stereo unspecified),1,·,9,5,94,1648,-0.3,8,3,12,4
FC(F)Sc1ccc(NC(=S)NC2CCCCC2)cc1,6,-1.3,·,1,107,1656,1.2,-9,7,-4,8
S=C1NC(c2ccccc2)N2C(=S)NC(c3ccccc3)N12 (stereo unspecified),7,0.16,·,1,101,1329,-1.2,-4,1,-5,-7
Cc1ccc(CNS(=O)(=O)NCc2ccc(Cl)cc2)cc1,-2,-0.98,4,-4,107,1565,3.0,-3,8,-3,-2
COC(=O)Cc1c(C)[nH]n(-c2cc(Cl)cc(Cl)c2)c1=O,1,0.2,7,5,97,1640,-0.6,6,10,8,8
CCCCNC(=O)c1onc(CCl)c1C(=O)OC,13,0.68,·,8,102,1617,-0.4,-3,-8,5,9
O=C(c1ccco1)N1CCN(C(c2ccccc2Cl)c2nnnn2Cc2cccs2)CC1 (stereo unspecified),4,-2.5,7,9,114,1593,1.5,4,-10,-6,2
